Assay outcomes from PubChem BioAssay.
UGM FP inh: M. tuberculosis UGM enzyme inhibitors, primary screen, biochemical, fluorescence polarization, single point | 320,000 tested, 0.06% active | AID 504406, 2011 | inhibition, % at 10 µM | purified UGM, fluorescence polarization probe displacement; in the data active means inhibition above about 10%, passing the limit was not always enough; inconclusive means no clear call, values can overlap the other calls
CCHFV vOTU inh: CCHFV vOTU protease inhibitors, primary screen, biochemical, Pep-AMC substrate, fluorescence | inhibition, % at 11.5 µM | 370,000 tested, 0.55% active; further: 0% = vehicle wells with enzyme and 100% = no enzyme wells
GDH-TPI counter: GDH-TPI coupling enzyme inhibitors, primary screen, artefact control for M. tuberculosis FBA inhibitor project, biochemical, absorbance, full deck; GDH-TPI coupled enzyme counterscreen, NADH absorbance; inhibition, % at 4.8 µM; 360,000 tested, 1.2% active; AID 588335, 2011;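 further: 0% = DMSO wells and 100% = wells lacking the enzyme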
FBA Mtb inh: Mtb FBA enzyme inhibitors, primary screen, biochemical, fluorescence, strain H37Rv. Fructose-bisphosphate aldolase (Mycobacterium tuberculosis (strain ATCC 25618 / H37Rv)), …. purified M. tuberculosis FBA, fluorescence read-out. inhibition, % at 1 µM. 360,000 tested, 2.3% active. AID 588726, 2011; in the data active means inhibition above about 27%;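 further: 0% = vehicle and 100% = reference inhibitor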
Mtb BioA inh: M. tuberculosis BioA enzyme inhibitors, primary screen, biochemical, plate reader, single point, HTS; purified M. tuberculosis BioA enzyme; inhibition, % at 9.99 µM; 360,000 tested, 0.096% active; in the data active means inhibition above about 40%; inconclusive means no clear call, values can overlap the other calls
VHR inh abs: VHR1 phosphatase inhibitors, primary screen, biochemical, absorbance, uHTS; Dual specificity protein phosphatase 3 (Homo sapiens), P51452; AID 1654, 2009; recombinant VHR phosphatase, pNPP absorbance; 290,000 tested, 0.52% active; inhibition, % at 13.3 µM; in the data active means inhibition above about 50%; further: some compounds called inactive have numbers as strong as hits
Target sequence (P51452 whole entry, looked up): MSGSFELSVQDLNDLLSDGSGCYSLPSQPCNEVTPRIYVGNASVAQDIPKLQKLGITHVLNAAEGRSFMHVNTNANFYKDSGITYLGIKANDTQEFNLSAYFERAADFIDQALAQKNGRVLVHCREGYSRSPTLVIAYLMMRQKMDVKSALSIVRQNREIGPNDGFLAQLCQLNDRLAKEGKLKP
Rv3671c protease: Rv3671c serine protease inhibitors, primary screen, biochemical, fluorescence polarization, M. tuberculosis H37Rv | 320,000 tested, 0.048% active | P9WHR9 | AID 2606, 2010 | inhibition, % at 5.96 µM; in the data active means inhibition above about 38%;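 further: extracellular domain of Rv3671c used as enzyme; 0% = enzyme with DMSO and 100% = no enzyme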
Target sequence (P9WHR9 whole entry, looked up, the tested form may be a part): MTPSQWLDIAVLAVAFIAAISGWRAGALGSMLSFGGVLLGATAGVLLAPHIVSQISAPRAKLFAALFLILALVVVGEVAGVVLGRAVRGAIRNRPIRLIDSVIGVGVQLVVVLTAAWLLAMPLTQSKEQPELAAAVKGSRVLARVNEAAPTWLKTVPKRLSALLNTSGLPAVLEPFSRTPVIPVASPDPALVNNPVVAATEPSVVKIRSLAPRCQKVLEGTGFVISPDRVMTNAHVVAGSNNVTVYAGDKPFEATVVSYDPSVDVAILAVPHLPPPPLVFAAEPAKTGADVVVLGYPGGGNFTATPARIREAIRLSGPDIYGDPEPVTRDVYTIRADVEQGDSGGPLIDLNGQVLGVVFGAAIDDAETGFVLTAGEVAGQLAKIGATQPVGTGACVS
FadD28 binding: inhibitors of FadD28 bisubstrate probe binding, primary screen, biochemical, fluorescence polarization, single point; Mycobacterium tuberculosis FadD28 fatty-acid-AMP ligase; inhibition, % at 12.5 µM; 360,000 tested, 0.22% active; AID 588549, 2011; in the data active means inhibition above about 8.5%, passing the limit was not always enough; inconclusive means no clear call, values can overlap the other calls
MazF activator: activators of E. coli MazEF toxin-antitoxin RNase, primary screen, biochemical, fluorescence, uHTS; 350,000 tested, 0.32% active; activation, % at 20 µM; FAM/BHQ RNA-DNA oligo cleavage fluorescence, 5 h; Endoribonuclease toxin MazF (Escherichia coli (strain K12)), P0AE70; in the data active means activation above about 50%
Target sequence (P0AE70 whole entry, looked up): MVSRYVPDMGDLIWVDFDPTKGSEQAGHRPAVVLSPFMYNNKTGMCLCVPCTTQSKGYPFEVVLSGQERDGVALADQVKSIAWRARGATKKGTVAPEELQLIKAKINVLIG
BoNT F protease: BoNT/F light chain protease inhibitors, primary screen, biochemical, flow cytometry, MLPCN library. Multiplex microsphere protease cleavage assay. inhibition, % at 10 µM. 360,000 tested, 0.22% active. AID 588497, 2011; in the data active means inhibition above about 35%, passing the limit was not always enough; inconclusive means no clear call, values can overlap the other calls; further: plate controls were buffer without enzyme for full effect and enzyme alone for no effect
The depositor's hits bear a star; ? = inconclusive; . = no result given. Unless noted, no stated cut-off is given here; in the data, active means inhibition above about 30%; inactive means the rest.

compound	UGM FP inh	CCHFV vOTU inh	GDH-TPI counter	FBA Mtb inh	Mtb BioA inh	VHR inh abs	Rv3671c protease	FadD28 binding	MazF activator	BoNT F protease
O=C(NCCCN1CCCC1=O)C(=O)NCC1OCCN1S(=O)(=O)c1ccc(Cl)cc1 (stereo not drawn)	-1.7	7	3	2	-1.1	10	-9	-0.2	-2	-1
COc1ccc(OC)c(CC(NC(C)=O)C(=O)NC2CCN(c3nnnn3-c3ccccc3)CC2)c1 (stereo not drawn)	0.9	-5	.	.	.	-1	7	.	1	.
O=C(O)c1cccc(S(=O)(=O)Nc2ccc(O)c(Sc3nc4ccccc4s3)c2)c1	3.8	-6	6	0	.	9	-5	-0.5	7	-3
O=C(c1[nH]c(C(F)(F)F)nc1-c1ccccc1)N1CCN(CCN2CCOCC2)CC1	.	-3	.	2	-0.5	.	.	0.6	.	2
COc1ccc(CCNC2=CC(=O)N(c3ccc(F)cc3)C2=O)cc1	-0.8	-1	1	3	.	20	2	-0.4	7	-4
O=C(O)COc1cccc(NC(=O)c2ccccc2)c1	0.7	-4	-7	-4	0.0	2	-1	-0.1	4	6
Cc1ccccc1OCCn1cc(C(=O)O)c2ccccc21	0.8	-15	4	3	.	2	1	-0.1	6	-5
COc1ccc(N/N=C(\C#N)C(N)=O)cc1	-5.0	1	20	-5	.	22	6	0.1	0	-18
CC(C)CN(C(=O)Cn1c(C(F)(F)F)nc2ccccc21)c1c(N)n(Cc2ccccc2)c(=O)[nH]c1=O	.	-1	5	2	1.4	.	.	-0.6	4	-4
COc1ccccc1OCC(=O)NNC(=O)C1CCN(c2ncnc3sc(C)c(C)c23)CC1	0.3	1	-6	-3	2.1	.	4	-3.0	0	4
CCN(Cc1ccccc1)C(c1cc2cc(C)cc(C)c2[nH]c1=O)c1nnnn1CCOC (stereo not drawn)	0.1	7	16	8	-0.9	29	4	-1.6	-4	32
CCN1C(=O)C(CC(=O)N2CCN(C(c3ccccc3)c3ccccc3)CC2)N(CC)C1=O (stereo not drawn)	1.5	-11	5	0	0.2	9	-10	0.2	1	0
CC(C)(C)NC(=O)COc1ccc(CNCc2ccccn2)cc1	0.3	-14	6	1	-1.6	20	0	-3.1	-4	4
CC(C)c1nnc(NC(=O)CN2C(=O)c3ccccc3C2=O)s1	-1.5	3	5	4	.	7	3	0.5	3	0
COc1cc(CC(=O)OCC(=O)N2CCN(C(=O)c3ccco3)CC2)cc(OC)c1OC	0.6	1	2	0	0.2	.	7	-1.7	0	6
O=C(CN1CCN(S(=O)(=O)c2ccccc2F)CC1)N1CCc2ccccc2C1	2.8	18	9	4	-1.6	.	-14	1.3	8	3
Cc1ccccc1NC(=O)Cn1c(=O)n(CC2CCCO2)c(=O)c2ccccc21 (stereo not drawn)	0.4	-8	9	3	-1.9	-3	2	-1.7	1	-8
Cc1ccc(CN(CC(=O)NC(C)(C)C)C(=O)CNC(=O)c2cccs2)cc1	0.5	-14	-1	-1	.	36	15	-2.1	-8	-2
CC(=O)Nc1ccc(Sc2ccccc2C(=O)N2CCCC2)cn1	0.3	8	5	1	.	6	-10	-0.6	2	-3
COc1ccc(C2=NOC(C)(c3nnc(-c4ccccc4)o3)C2)cc1 (stereo not drawn)	-1.4	-5	3	-6	1.6	.	2	?	0	-7
O=[N+]([O-])c1ccc(N2CCNCC2)cc1N1CCCCC1	-0.4	1	7	-1	.	16	2	-2.0	-4	-8
CCN(CC)Cc1c(C(=O)N/N=C/c2cccc(OCc3cccc(Cl)c3)c2)nnn1-c1nonc1N	0.0	3	7	-1	-0.6	-18	-8	0.6	-5	-10
COc1cc(-c2nnc(COC(=O)C3c4ccccc4Oc4ccccc43)o2)cc(OC)c1OC	-0.9	-7	8	-4	-0.7	15	-4	-5.3	14	-8
O=C(c1cc(NC(=O)C23CC4CC(CC(C4)C2)C3)cc(NC(=O)C23CC4CC(CC(C4)C2)C3)c1)N1CCCCC1	3.9	.	.	.	.	9	-39	.	2	.
CC(C)Cc1cc(C(=O)N(C)C2CCCN(Cc3ccccc3F)C2)n(C)n1 (stereo not drawn)	4.7	7	4	4	-2.6	-2	2	-0.8	-4	1
O=C(Nc1cccc(C(=O)O)c1)/C(=C\c1ccc2c(c1)OCO2)NC(=O)c1ccccc1Cl	-0.6	1	21	-1	0.5	-11	3	-1.2	-5	-5
Clc1ccc(Oc2ccccc2)c2ncccc12	-2.7	-4	2	0	2.0	45	-1	-0.1	-3	-7
CCN(CC)c1ccc(C(=O)OCC(=O)Nc2sccc2C#N)cc1	-0.5	13	21	-1	.	6	-18	-1.9	-3	-4
COc1ccc2nc(NC(=O)Cc3ccc(OC)c(S(=O)(=O)N4CCOCC4)c3)sc2c1	-1.0	16	0	-2	-0.7	26	-17	-0.8	0	-8
CC(Oc1ccccc1)C(=O)N1CCN(C(=O)C(C)Oc2ccccc2)CC1 (stereo not drawn)	-0.3	-5	12	1	0.9	22	3	-4.2	-1	-4
Cn1nc(C(F)(F)F)c(-c2cccc(C(F)(F)F)c2)c1NC(=O)c1cccnc1	0.2	16	2	3	3.0	4	-5	-4.3	-1	.
Cc1ccccc1NC(=O)c1cc(S(=O)(=O)N2CCCCC2)cs1	-0.7	-8	6	1	-1.2	20	-10	1.9	5	-14
CCOS(C)(=O)=O	-1.4	-8	6	-3	0.4	.	8	-2.9	2	-4
O=C(NC1CCN(Cc2ccccc2)CC1)c1ccc(S(=O)(=O)NCc2ccco2)cc1	-1.2	-1	1	4	-1.3	-2	10	-0.2	-26	-2
CN1c2ccccc2Oc2ccccc21	0.9	4	5	2	.	-1	-2	-0.2	2	-3
Cc1ccc(NC(=O)COC(=O)C2(C)CC2(Cl)Cl)cc1S(=O)(=O)N1CCOCC1 (stereo not drawn)	.	2	1	2	1.5	.	.	-1.9	2	3
CC(=O)Nc1cnc(-c2ccc(O)cc2C)cn1	.	0	-1	3	-1.9	.	.	?	.	2
COc1ccc(C)cc1S(=O)(=O)NC1CCCCC1C (stereo not drawn)	-1.3	12	3	0	-0.9	-4	4	1.0	7	4
O=C(COC(=O)c1cc(Cl)ccc1O)Nc1ccc2c(c1)OCCO2	-2.4	10	4	10	-0.8	.	-4	-0.5	-2	-8
CCOC(=O)N1CCN(CC(O)COc2c(OC)cccc2OC)CC1 (stereo not drawn)	1.3	9	-5	1	0.1	4	-3	-4.8	0	-1

7 compounds from above, arranged by count of non-hydrogen atoms, ascending:
compound	UGM FP inh	CCHFV vOTU inh	GDH-TPI counter	FBA Mtb inh	Mtb BioA inh	VHR inh abs	Rv3671c protease	FadD28 binding	MazF activator	BoNT F protease
CCOS(C)(=O)=O	-1.4	-8	6	-3	0.4	.	8	-2.9	2	-4
Clc1ccc(Oc2ccccc2)c2ncccc12	-2.7	-4	2	0	2.0	45	-1	-0.1	-3	-7
COc1ccc(C)cc1S(=O)(=O)NC1CCCCC1C (stereo not drawn)	-1.3	12	3	0	-0.9	-4	4	1.0	7	4
Cc1ccccc1NC(=O)c1cc(S(=O)(=O)N2CCCCC2)cs1	-0.7	-8	6	1	-1.2	20	-10	1.9	5	-14
CCN(CC)c1ccc(C(=O)OCC(=O)Nc2sccc2C#N)cc1	-0.5	13	21	-1	.	6	-18	-1.9	-3	-4
Cn1nc(C(F)(F)F)c(-c2cccc(C(F)(F)F)c2)c1NC(=O)c1cccnc1	0.2	16	2	3	3.0	4	-5	-4.3	-1	.
COc1ccc2nc(NC(=O)Cc3ccc(OC)c(S(=O)(=O)N4CCOCC4)c3)sc2c1	-1.0	16	0	-2	-0.7	26	-17	-0.8	0	-8

Gathered by group, the compounds so far containing a tert-butyl group
compound	UGM FP inh	CCHFV vOTU inh	GDH-TPI counter	FBA Mtb inh	Mtb BioA inh	VHR inh abs	Rv3671c protease	FadD28 binding	MazF activator	BoNT F protease
CC(C)(C)NC(=O)COc1ccc(CNCc2ccccn2)cc1	0.3	-14	6	1	-1.6	20	0	-3.1	-4	4
Cc1ccc(CN(CC(=O)NC(C)(C)C)C(=O)CNC(=O)c2cccs2)cc1	0.5	-14	-1	-1	.	36	15	-2.1	-8	-2

(more compounds)
compound	UGM FP inh	CCHFV vOTU inh	GDH-TPI counter	FBA Mtb inh	Mtb BioA inh	VHR inh abs	Rv3671c protease	FadD28 binding	MazF activator	BoNT F protease
CC(=O)c1cccc(S(=O)(=O)NCCC(=O)Nc2ccc(S(N)(=O)=O)cc2)c1	-0.6	7	5	-1	0.7	-3	-10	-2.1	7	-16
O=C(NCC(=O)N(c1ccc(F)cc1)C(C(=O)NC1CCCC1)c1ccncc1)c1ccco1 (stereo not drawn)	1.2	10	6	-1	-2.2	28	6	-4.2	-6	4
c1ccc(Cn2ccnc2C2OCCO2)cc1	.	9	4	-2	1.0	.	.	-4.4	8	-10
O=C(O)/C=C/c1cnc2ccccc2n1	-0.7	1	6	0	-0.7	28	-4	-1.0	-1	2
CCC(C)C(NC(N)=O)C(=O)Nc1ccc(S(=O)(=O)Nc2ccc(OC)cc2)cc1 (stereo not drawn)	1.3	10	-8	0	.	28	-3	-7.0	6	-4
CCCC(C)NS(=O)(=O)c1ccc(OC)c(C)c1 (stereo not drawn)	-0.5	17	12	3	0.3	20	-1	-1.2	-10	8
CCOC(=O)c1c(-n2c(C)cc(/C=C3\C(=O)NC(=O)N(C)C3=O)c2C)sc2c1CCCC2	0.6	5	5	0	4.8	22	-3	-1.7	-10	-30
Cc1cccc(CNC(=O)CC2C(=O)NCCN2C2CCCC2)c1 (stereo not drawn)	2.4	-18	-2	5	-4.1	40	3	-2.9	1	7
O=c1[nH]c(=O)n(-c2ccc(Br)cc2)c(O)c1C=NCCN1CCCCC1	2.9	-7	2	0	-1.9	13	2	-2.2	-12	?
COC(=O)C1=C(c2cccc(C#N)c2)C[C@@H]2CC[C@H]1N2C(=O)NCc1ccc(F)cc1	0.6	-8	-1	-1	-0.8	.	-1	-5.3	-1	1
COc1ccc(N2CCN(CNC(=O)c3ccccc3)CC2)cc1	-2.9	-2	3	0	-3.6	-16	.	-1.6	5	?
Cc1cc2c(cc1C)NC(CC(=O)NCc1ccccc1)C(=O)N2 (stereo not drawn)	-0.5	-22	15	20	.	3	4	-0.8	10	2
